# Shiga inhibitor – A qHTS for Small Molecule Inhibitors of Shiga Toxin; Vero cells, Shiga toxin protein synthesis inhibition reporter; inhibition, % at 38.7 µM; hit rate 9.2% among 290,000; AID 2315, 2010; in the data active = inhibition mostly above about 28%, no sharp cut-off; inactive = mostly below about 43%; note: 0% is about no effect
# AmpC inh no detg – qHTS Inhibitors of AmpC Beta-Lactamase (assay without detergent); AID 485341, 2010; P00811; Potency, µM (top dose mostly 57.1 µM), for the others: top-dose activity change, negative = inhibition, most hits filed as inhibitors; AmpC nitrocefin hydrolysis, absorbance 480 nm, 0.0001% Triton; hit rate 0.52% among 330,000;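 note: potency is the fitted concentration of half-maximal effect; plate controls were no compound for no effect and no enzyme for full effect; nearly all actives have a fitted effect of over 20% in size; some results filed as inactive show a strong effect at the top dose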
# Target sequence (P00811 whole entry, looked up): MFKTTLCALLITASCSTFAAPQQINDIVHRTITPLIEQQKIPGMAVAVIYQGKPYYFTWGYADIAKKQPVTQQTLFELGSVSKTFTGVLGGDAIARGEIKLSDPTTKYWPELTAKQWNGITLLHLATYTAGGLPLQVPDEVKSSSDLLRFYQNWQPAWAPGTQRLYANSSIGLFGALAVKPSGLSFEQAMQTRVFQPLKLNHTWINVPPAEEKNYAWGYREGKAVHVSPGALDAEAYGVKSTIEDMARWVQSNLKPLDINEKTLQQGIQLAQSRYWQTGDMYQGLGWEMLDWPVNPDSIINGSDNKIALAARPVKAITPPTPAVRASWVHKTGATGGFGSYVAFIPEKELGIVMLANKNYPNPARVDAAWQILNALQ
#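 20 mM phosphate pH 7.0 + 0.01% (detergent screen) or 0.0001% Triton X-100; 5.3 nM AmpC reagent; cpd preinc 15 min RT; nitrocefin (800 uM stock) to start; A480 q20 s × 4 min; Activity was normalised to no-enzyme and no-compound control wells.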
# Pf growth 48h – Primary qHTS for delayed death inhibitors of the malarial parasite plastid, 48 hour incubation. P. falciparum luciferase growth in erythrocytes, 48 h. AID 504832, 2011. Potency, µM (titrated, usually from 28.7 µM), for the others: at the highest dose activity change, negative = inhibition, most hits filed as inhibitors. hit rate 5.9% among 310,000; note: potency is the fitted concentration of half-maximal effect; % is set by controls: 0 for no effect and ±100 for the full control effect
#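 Luciferase-expressing P. falciparum in infected erythrocytes (2% hematocrit, 0.1% parasitemia final) in RPMI 1640/0.5% Albumax were exposed to compound for 48 hours at 37 C, 5% CO2; growth read as luminescence.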
# Cycloheximide cs – Cycloheximide Counterscreen for Small Molecule Inhibitors of Shiga Toxin; max response, %; AID 2314, 2010; cell reporter, cycloheximide protein synthesis inhibition counterscreen; hit rate 12% among 300,000; in the data active = max response mostly above about 13%, no sharp cut-off; inactive = mostly below about 14%; note: read at 38.3 µM for the half of the compounds with a filed dose; 0% is about no effect
# LmPK inhibitor – qHTS Assay for Inhibitors of Leishmania Mexicana Pyruvate Kinase (LmPK). AID 1721, 2009. Q27686. purified LmPK, Kinase-Glo ATP luminescence, 1 h. hit rate 0.37% among 290,000. Potency, µM (highest dose often 57.5 µM), inactives show top-dose activity change, negative = inhibition, actives largely listed as inhibitors; note: potency is the fitted concentration of half-maximal effect; % is set by controls: 0 for no effect and ±100 for the full control effect
# Target sequence (Q27686 whole entry, looked up): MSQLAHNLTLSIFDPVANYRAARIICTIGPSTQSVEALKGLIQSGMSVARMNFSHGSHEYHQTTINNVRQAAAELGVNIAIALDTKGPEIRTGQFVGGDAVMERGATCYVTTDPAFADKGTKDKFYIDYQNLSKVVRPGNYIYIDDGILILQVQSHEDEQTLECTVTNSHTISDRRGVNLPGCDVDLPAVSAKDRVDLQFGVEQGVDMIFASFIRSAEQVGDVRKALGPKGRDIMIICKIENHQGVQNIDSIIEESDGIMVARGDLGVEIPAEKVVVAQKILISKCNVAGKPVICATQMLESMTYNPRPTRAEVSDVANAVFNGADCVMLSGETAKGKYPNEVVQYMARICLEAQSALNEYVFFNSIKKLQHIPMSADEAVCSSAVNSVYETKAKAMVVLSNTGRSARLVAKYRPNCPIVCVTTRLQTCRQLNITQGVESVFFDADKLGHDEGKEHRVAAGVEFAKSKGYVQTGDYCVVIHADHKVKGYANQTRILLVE
#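 Kinase-Glo luminescence read after 1 h RT reaction of 0.1 nM LmPK with 0.5 mM PEP and 0.1 mM ADP. Activity scaled between uninhibited and enzyme-free controls.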
# Pf growth 96h – Primary qHTS for delayed death inhibitors of the malarial parasite plastid, 96 hour incubation; Potency, µM (highest dose often 28.7 µM), for inactives: at the highest dose activity change, negative = inhibition, most hits filed as inhibitors; hit rate 6.9% among 320,000; P. falciparum luciferase reporter growth, 96 h; note: potency is the fitted concentration of half-maximal effect; % is set by controls: 0 for no effect and ±100 for the full control effect
#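 Plates of compound plus infected erythrocytes (2% hematocrit, 0.05% parasitemia final) incubate 96 hours, 37 C, 5% CO2. Detection reagent added; reduced luminescence from the parasites' luciferase reporter flags inhibition.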
# Tb PYK inh – qHTS of Trypanosoma Brucei Inhibitors; pyruvate kinase (Trypanosoma brucei), Q57TT1; TbPYK enzyme, Kinase-Glo Plus ATP luminescence, 45 min; Potency, µM (highest dose often 76.8 µM), for inactives: top-dose activity, negative = inhibition, most hits filed as inhibitors; hit rate 0.12% among 410,000; AID 624173, 2012; note: potency is the fitted concentration of half-maximal effect; % is set by controls: 0 for no effect and ±100 for the full control effect; nearly all actives have a fitted effect of over 50% in size
#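 Screened from lowest to highest concentration, compounds were pinned into TbPYK/substrate mixtures, and ADP (130 uM final) was added. Plates sat at room temperature for 45 min prior to Kinase-Glo Plus detection by luminescence.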
# * hit, by the source's call; ? = inconclusive; . = not tested or not shown; [ ] = remark or other dose. Unless noted, calls come from the whole dose curve; as a rule, active = well fitted curve in the direction sought with a large enough effect; inconclusive = small, poorly fitted or top-dose-only effect, or another doubt; inactive = no such curve, though single readings can be large; an effect the other way counts as inactive or inconclusive.
SMILES,Shiga inhibitor,AmpC inh no detg,Pf growth 48h,Cycloheximide cs,LmPK inhibitor,Pf growth 96h,Tb PYK inh
CCOCCCNC(=O)C1CCN(S(=O)(=O)c2ccc3nc4c(c(C(=O)O)c3c2)CCCCC4)CC1,-7,-8%,6%,-1,-4%,-48%,-3%
CCc1cc2c(=O)n(CC(=O)NC3CCCCC3)cnc2s1,-18,-1%,1%,7,-8%,8%,-3%
Cc1ccc(C(=O)NCCc2cc3ccc(C)c(C)c3[nH]c2=O)cc1[N+](=O)[O-],-7,-52%,-21%,-2,1%,?,6%
CCOC(=O)C(C)(C)N(Cc1ccc(Cl)cc1)S(=O)(=O)c1ccc(Cl)c([N+](=O)[O-])c1,-19,-54%,-20%,-5,1%,?,.
Nc1nc(N2CCOCC2)cc(=O)[nH]1,-1,4%,25%,0,6%,?,-8%
Cc1ccc(S(=O)(=O)N2CCCC2CNC(=O)C(=O)Nc2ccc(F)cc2)cc1 (stereo not drawn),.,-26%,?,.,.,?,-6%
c1ccc2sc(N3CN(CCN4CCOCC4)CN(c4nc5ccccc5s4)C3)nc2c1,17,-21%,-6%,8,2%,42%[activator],-11%
CC(C)N(CCNC(=O)C1CCN(S(=O)(=O)N2CCOCC2)CC1)Cc1ccccc1,-15,-1%,-3%,-1,-4%,?,-7%
O=C(COC(=O)/C=C/c1ccccc1)NCC1CCCO1 (stereo not drawn),18,-14%,67%[activator],21,-5%,13%,-3%
CC(C)Cc1nc(SCC(=O)N2CC(C)OC(C)C2)c2c(=O)n(C)c(=O)n(C)c2n1 (stereo not drawn),-10,-3%,-1%,-2,-10%,-25%,-5%
COc1ccc(OCCSc2ncn[nH]2)cc1,30,-22%,71%[activator],17,-5%,40%[activator],3%
Fc1ccccc1COc1ccccc1CNCc1ccncc1,-20,25%,?,-2,5%,?,-3%
Cc1c(C(=O)N2CCN(c3ccccc3)CC2)sc2ncnc(N3CCC(C)CC3)c12,12,-2%,-5%,6,1%,30%[activator],.
O=C(Nc1ccccc1N1CCOCC1)c1ccc(Cl)nc1,-3,-12%,-28%,-2,6%,?,-1%
CCOc1ccc(S(=O)(=O)N2CCC(C(=O)N3CCc4ccccc4C3)CC2)cc1,16,35%[activator],?,-3,-10%,2.9µM*,-8%
O=C(NCCCn1ccnc1)C(=O)NCC(c1ccco1)N1CCN(c2ccc(F)cc2)CC1 (stereo not drawn),-1,22%,?,-3,16%[11.5 µM],-10%,13%
CCC1CN(C(=O)N2CCC(C(=O)NCCc3ccccc3)CC2)c2ccccc2O1 (stereo not drawn),-4,136%[activator],?,-10,-8%,-8%,0%
O=S(=O)(NCc1ccco1)c1ccc2ccccc2c1,1,-24%,37%[activator],-4,-8%,9%,-4%
CS(=O)(=O)Nc1ccc(-c2n[nH]c(=S)n2-c2ccccc2)cc1,-16,-15%,-2%,-4,10µM*,?,0%
O=C(c1ccccc1[N+](=O)[O-])N1CCC(Cc2ccccc2)CC1,-9,62%[activator],50%[activator],6,1%,?,1%
CC(=O)c1c(C)n(Cc2ccccc2Cl)c2ccc(O)cc12,1,-30%,-4%,2,-4%,?,6%
COc1ccc(CNC(=O)CCCCCn2c(SCC#N)nc3cc4c(cc3c2=O)OCO4)cc1,-8,-17%,?,6,5%,1%,-24%
COc1ccc(C(=O)N/C(=C\c2ccco2)C(=O)NC2CCS(=O)(=O)C2)cc1 (stereo not drawn),-8,-29%,-20%,6,2%,?,2%
Cc1cc(NC(=O)C(C)SCC(=O)N(C)CC(=O)Nc2ccc(Br)cc2C)no1 (stereo not drawn),-23,32%,-16%,-3,-5%,?,3%
Cc1cccc(NC(=S)NNC(=O)c2nn(C)cc2Cl)c1,34,-31%,34%[activator],25*,2%,0%,-17%
COc1ccc(NC(=O)c2ccc(COc3ccccc3)o2)cc1,24,-18%,34%[activator],21*,1%,83%[activator],-25%
CN(CC(=O)Nc1cc(S(=O)(=O)N2CCCCCC2)ccc1Cl)Cc1ccc2c(c1)OCO2,.,-18%,12µM*,.,.,?,3%
CC(=O)c1ccc(NC(=O)COc2ccccc2C(=O)Nc2ccccc2)cc1,49*,-38%,?,13*,-5%,-24%,5%
Cc1ccc(-n2[nH]c(C)c(/C=C3/C=Nc4ccccc43)c2=O)cc1C,-3,-10%,-6%,-1,0%,-18%,-9%
CCCC(C)NC1=NCCCCC1 (stereo not drawn),-2,-10%,11%,-2,2%,31%[activator],0%
O=C(Nc1ccccc1)Nn1cnnc1,-7,-14%,-2%,-4,5%,-4%,1%
NS(=O)(=O)c1ccc(CCNC(=O)CCCNC(=O)c2ccc(Cl)cc2)cc1,-6,-13%,0%,-6,4%,20%,2%
COc1ccc(-c2nn(-c3ccccc3)cc2C(=O)NC2CCC(C)CC2)cc1 (stereo not drawn),.,0%,-14%,.,.,24%,-4%
COc1ccc(/C=N/NC(=S)Nc2ccccc2)cc1COc1cccc(C)c1C,31*,-15%,-5%,8,13%,?,-8%
CCOC(=O)Cn1nc(-c2ccc(F)cc2)oc1=O,-4,-7%,.,1,-4%,-3%,-10%
CCCCNC(=O)CNC(=O)c1nn(-c2ccc(OC)cc2OC)c(=O)c2ccccc12,5,1%,.,-1,3%,-13%,-3%
Cc1nc(C)c(C(=O)Nc2cccc(Cl)c2)o1,-17,-25%,21%,8,2%,?,?
CC(C)(C)OC(=O)N/N=C\c1cccnc1,38,-27%,243%[activator],21,-3%,269%[activator],4%
CCN(CC)c1ccc(/C=N/NC(=S)NCc2ccccc2)cc1,-9,-37%,13µM*,-5,1%,9.3µM*,-2%
CC(C)Cn1c(-c2cc([N+](=O)[O-])ccc2Cl)nc2c1c(=O)[nH]c(=O)n2Cc1ccccc1,-1,-22%,5.2µM*,4,5%,2.6µM*,-10%

# An excerpt from above with just LmPK inhibitor and Pf growth 48h.
SMILES	LmPK inhibitor	Pf growth 48h
COc1ccc(/C=N/NC(=S)Nc2ccccc2)cc1COc1cccc(C)c1C	13%	-5%
Cc1cccc(NC(=S)NNC(=O)c2nn(C)cc2Cl)c1	2%	34%[activator]
CC(=O)c1ccc(NC(=O)COc2ccccc2C(=O)Nc2ccccc2)cc1	-5%	?

# Later entries:
SMILES,Shiga inhibitor,AmpC inh no detg,Pf growth 48h,Cycloheximide cs,LmPK inhibitor,Pf growth 96h,Tb PYK inh
CC(=O)Oc1ccc2c(=O)c(-c3ccccc3)coc2c1,80*,-15%,264%[activator],38*,-13%,189%[activator],-7%
O=CNCCCc1nc2ccccc2n1CCc1ccccc1,35,22%,-2%,-2,0%,3%,-9%
CC(=O)O/N=C/c1c(N2CCOCC2)n(C)c2ccccc12,-3,1%,3.7µM*,0,-1%,3.7µM*,1%
CC(C)C[C@@H](CO)N1CCN(Cc2ccc([N+](=O)[O-])cc2)CCC1=O,7,39%,-1%,-1,-3%,56%[activator],-4%
CCC(CC)C(=O)c1c[nH]c(C(=O)NCc2ccco2)c1,11,-16%,-6%,6,3%,7%,3%
CCN(Cc1ccncc1)C(=O)c1cc(COc2ccc(C)c(C)c2)on1,17,-31%,?,3,-4%,44%[activator],-3%
CC1Cc2cc(-c3csc(NC(=O)Cc4cccs4)n3)ccc2N1S(C)(=O)=O (stereo not drawn),5,-20%,13µM*,6,1%,?,4%
C=CCOc1nc2c(c(=O)n(C)c(=O)n2C)n1Cc1ccc(Cl)cc1,-7,-14%,-2%,-2,-1%,?,-10%
COCCNc1nc2c(c(=O)n(Cc3ccccc3F)c(=O)n2C)n1C,4,-8%,-31%,-2,-7%,45%[activator],-2%
O=C(NNC(=O)c1ccc(Cl)c([N+](=O)[O-])c1)c1ccncc1,-10,-1%,28%,2,-5%,17%,-2%
N#Cc1nc(-c2cccs2)oc1N1CCN(Cc2ccccc2)CC1,22,-3%,-18%,16*,-13%,28%,2%
CN1CCCC1CCNc1ccc2oc3ccccc3c(=O)c2c1 (stereo not drawn),44,5%,84%[activator],25*,-9%,-64%,-2%
c1ccc(Nc2cc(Nc3ccccc3)[nH]n2)cc1,-12,-47%,-16%,-2,10%,104%[activator],0%
O=C(Nc1nccs1)C(c1ccccc1)N1CCCCC1 (stereo not drawn),23,-28%,2%,9,3%,8%,-1%
CC(CC(=O)O)CC(=O)Nc1ccccc1C(=O)O (stereo not drawn),14,-13%,0%,-5,4%,.,-10%
COCCCn1c(SCC(=O)n2c(C)c(C)c3ccccc32)nnc1-c1ccoc1C,55,52%,0%,7,1%,2%,-6%
COc1cccc(/C=N/N2C(=O)CSC2=S)c1O,45*,-33%,4%,32*,-13%,?,?
CCCCNC(=O)c1ccc2c(c1)C(=O)N(Cc1ccncc1)C2=O,-6,9%,27%,-4,-7%,-3%,1%
COc1ccccc1-c1nnc(Sc2nc([N+](=O)[O-])nn2C)o1,-7,-2%,.,1,-17%,1.9µM*,7%
CCOC(=O)c1c(NC(=O)c2cc(C)oc2C)sc(C(=O)Nc2ccc(Cl)cc2)c1C,40,-53%,?,24*,1%,?,0%
Cc1c2n(c3ccccc13)CCN(C)C2,.,-8%,24%,.,.,53%[activator],0%
COc1ccc(C2N(C(=O)CN3CCOCC3)CCN2S(=O)(=O)c2ccccc2)cc1 (stereo not drawn),-19,44%,-3%,-6,3%,?,0%
CCCC(=O)C1=C(O)C(c2cccc(Oc3ccccc3)c2)CCC1=O (stereo not drawn),-11,-56%,-2%,-7,16%,1%,-2%
Cc1nc(NC(=O)CSc2nnc(-c3ccncc3)n2C)sc1C,-6,-7%,29%,3,-5%,?,0%
COc1ccccc1CCNC(=O)c1ccc(NC(=O)CC2SC(N3CCCCC3)=NC2=O)cc1 (stereo not drawn),.,76%[activator],12µM*,.,.,10µM*,0%
COc1ccc(C2=NS(=O)(=O)N(C)C(C(=O)N3CCCCC3C)=C2)cc1 (stereo not drawn),11,89%[activator],-18%,1,0%,23%,-10%
O=C(/C=C/c1ccccc1Cl)NCc1ccccc1,51*,-31%,18%,29*,1%,18%,-8%
Cn1cnnc1SCc1ccccc1,-5,-7%,.,2,-1%,41%,4%
COc1ccc(NC(=O)c2ccccc2NC(=O)c2cccs2)cc1,15,-21%,53%[activator],9,7%,30%[activator],-8%

# Screens as filed in PubChem BioAssay.
